FEN1 inhibitor: qHTS Assay for the Inhibitors of Human Flap endonuclease 1 (FEN1); Potency, µM (doses to about 114 µM), for the others: top-dose activity change, negative = inhibition, hits mostly inhibitors; hit rate 0.35% among 390,000; P39748; Recombinant FEN1 flap cleavage, fluorescence, 15 min; AID 588795, 2011; also: nearly all actives have a fitted effect of over 65% in size
Target sequence (P39748 whole entry, looked up): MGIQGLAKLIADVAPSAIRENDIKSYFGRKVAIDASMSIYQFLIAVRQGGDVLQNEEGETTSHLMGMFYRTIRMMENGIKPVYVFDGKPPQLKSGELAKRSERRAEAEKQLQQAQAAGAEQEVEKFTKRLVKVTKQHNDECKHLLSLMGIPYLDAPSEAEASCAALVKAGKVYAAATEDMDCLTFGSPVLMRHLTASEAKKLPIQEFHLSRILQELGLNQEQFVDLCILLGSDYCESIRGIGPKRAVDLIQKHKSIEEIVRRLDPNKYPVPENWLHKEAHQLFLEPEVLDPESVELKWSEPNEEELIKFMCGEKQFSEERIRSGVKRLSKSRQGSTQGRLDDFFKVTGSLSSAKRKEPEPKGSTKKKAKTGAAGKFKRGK
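Potency values derive from four-parameter Hill fits of normalized qHTS data. The reaction used 10 nM FEN1 preincubated 15 min at room temperature with compound, then 50 nM DNA substrate, read at 0 and 15 min.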
TDP1 inh: qHTS Assay for Inhibitors of Tyrosyl-DNA Phosphodiesterase (TDP1) | Tyrosyl-DNA phosphodiesterase 1 (Homo sapiens), Q9NUW8 | hit rate 0.28% among 350,000 | AID 485290, 2010 | Potency, µM (series often up to 130 µM), for inactives: top-dose activity change, negative = inhibition, actives largely listed as inhibitors | recombinant TDP1, AlphaScreen DNA substrate cleavage; also: nearly all actives have a fitted effect of over 40% in size
Target sequence (Q9NUW8 whole entry, looked up): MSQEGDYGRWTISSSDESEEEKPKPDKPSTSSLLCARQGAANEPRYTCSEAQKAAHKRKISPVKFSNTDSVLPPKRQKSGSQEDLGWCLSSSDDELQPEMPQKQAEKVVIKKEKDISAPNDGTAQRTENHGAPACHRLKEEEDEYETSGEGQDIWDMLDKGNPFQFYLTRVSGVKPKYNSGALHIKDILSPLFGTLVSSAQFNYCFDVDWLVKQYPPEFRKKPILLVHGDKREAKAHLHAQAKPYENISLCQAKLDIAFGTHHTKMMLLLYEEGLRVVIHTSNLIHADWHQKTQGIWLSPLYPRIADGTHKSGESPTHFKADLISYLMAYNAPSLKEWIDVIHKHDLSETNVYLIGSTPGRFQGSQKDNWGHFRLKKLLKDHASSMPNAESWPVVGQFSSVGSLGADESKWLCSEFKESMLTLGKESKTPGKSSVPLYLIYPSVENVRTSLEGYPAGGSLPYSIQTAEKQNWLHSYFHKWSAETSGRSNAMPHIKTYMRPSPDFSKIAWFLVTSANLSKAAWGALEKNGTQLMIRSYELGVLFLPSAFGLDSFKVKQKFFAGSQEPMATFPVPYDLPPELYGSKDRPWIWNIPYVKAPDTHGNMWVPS
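Enzyme-compound mixtures sat 15 min at room temperature, followed by a 5 min reaction with 15 nM final substrate and 10 min with AlphaScreen beads. Recombinant human Tdp1 was used at 1 nM final.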
N370S GC mod: qHTS Assay for Inhibitors and Activators of N370S glucocerebrosidase as a Potential Chaperone Treatment of Gaucher Disease. hit rate 0.092% among 330,000. Potency, µM (series often up to 59.4 µM), for the others: top-dose activity change, negative = inhibition, actives largely listed as inhibitors. N370S GC spleen homogenate, 4MU-glucoside fluorescence;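 also: 0% = full enzyme activity and -100% = no enzyme basal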
Active calls of the source: *; . = not tested or not shown; & = joins results of further samples; [ ] = another dose, or the depositor's remark. Calls follow the shape of the dose curve; as a rule, active = well fitted curve in the direction sought with a large enough effect; inconclusive = small, poorly fitted or top-dose-only effect, or another doubt; inactive = no such curve, though single readings can be large; an effect the other way counts as inactive or inconclusive. Unless noted, % is scaled to controls: 0 for no effect and ±100 for the full control effect; potency is read from the fitted curve at half-maximal effect.

Molecule,FEN1 inhibitor,TDP1 inh,N370S GC mod
CC[C@]12c3[nH]c4ccc(Cl)cc4c3CCN1C(=O)[C@@H](CC(=O)NCc1ccco1)C[C@@H]2C(=O)N1CCN(C(=O)C2CC2)CC1,-12%,3%[56.1 µM],.
COc1ccccc1CNC(=O)C(C)NS(=O)(=O)c1ccc(Br)cc1 (stereo unspecified),4%,0%,4%
Cc1ccccc1NC(=O)CN1C(=O)c2cccnc2Oc2ccc(Cl)cc21,-6%,5%,1%
Cc1csc(SCC(=O)Nc2cc(S(=O)(=O)N(C)C)ccc2C)n1,2%,-7%,5%
COc1ccc(NC(=O)CC2C(=O)N(c3ccc(OC)cc3)C(=S)N2NC(=O)c2cccc(F)c2)cc1 (stereo unspecified),0%,6%,17%
CCC(=O)N1CCN(c2ccc(NC(=O)c3cc4ccccc4o3)cc2)CC1,-12%,2%,-6%
C=CCNc1ncnc2c1cnn2-c1ccc(OC)cc1,-10%,4%,7%
CC(C)c1nnc(NC(=O)CCS(=O)(=O)c2nc(-c3cccs3)cc(C(F)(F)F)n2)s1,1%,0%,27%
Cc1cc(C)c(NC(=O)COC(=O)C2CCC2)c(Cl)c1,21%,3%,0%
COc1ccc(C2(O)CCN(C(=O)NC3CCCCC3)CC2)cc1,9%,0%,7%
O=C(Cn1cc(C(=O)c2cccs2)c2ccccc21)NC1CCCCC1,-16%,2%,6%
CCOc1ccc(S(=O)(=O)Nc2cccc(C(=O)N3CCN(c4ccccc4O)CC3)c2)cc1,-2%,4%,.
CC1=C(CC/C(C)=N/NC(N)=S)C(C)(C)CCC1,-15%,-2%,15%
O=C(Cn1cnc2c(OCc3ccccc3)ncnc21)NCCCc1ccccc1,-14%,1%,.
CN(CC(=O)Nc1ccc(OC(F)(F)F)cc1)C(=O)Cc1ccc2c(c1)CCC2,-6%,0%[56.1 µM],.
COc1ccc(-c2ccc(=O)n(CC(=O)Nc3ccc(N(C)C)cc3)n2)cc1,-4%,9%,.
COc1cc(OC)c(OC)cc1CNC(=O)c1cc(=O)c2ccccc2o1,-10%,1%,-7%
Cc1c(CN2CC[C@@H](N3CCN(c4ccccn4)CC3)[C@H](O)C2)[nH]c2ccc(F)cc12,1%,.,-7%
COc1ccc(NC(=O)c2sc3nc[nH]c(=O)c3c2C)cc1,-5%,5%,.
CNC(=S)N(Cc1ccco1)Cc1cc2cc3c(cc2[nH]c1=O)OCCO3,3%,0%,-19%
Cn1c(SCc2nnc(-c3ccccc3Br)o2)nc2sc3c(c2c1=O)CCC3,4%,2%,21%
CCC1(CC)NC(=O)N(CC(=O)Nc2sc3c(c2C(N)=O)CCC3)C1=O,-28%,.,-1%
CS(=O)(=O)Nc1cccc(-c2nc(Nc3ccccc3)c3ccccc3n2)c1,.,-6%[56.1 µM],-9%
CCOc1ccc(NC(=O)CCn2cnc3onc(-c4ccc(F)cc4)c3c2=O)cc1,12%,5%,.
CN1CCCN(C(=O)C2CCCCC2)CC1,-11%,0%,15%
Cc1cccc(N2CCN(C(=O)NC3CCCCC3)CC2C)c1 (stereo unspecified),-4%,.,-1%
N#Cc1c(NC(=O)CS(=O)(=O)c2ccc(Cl)cc2)sc2c1CCCCC2,2%,0%,.
COc1ccc(OCC(=O)N2CCC3(CC2)CC(=O)c2ccccc2O3)cc1,-2%,0%,-5%
Cc1cc(NS(=O)(=O)c2ccc(NC(=O)NC(C)(C(F)(F)F)C(F)(F)F)cc2)no1,-16%,2%,2%
COc1cc2ccccc2cc1C(=O)NCCCN1CCOCC1,13%,5%[0.505 µM],1%
CC(=O)N1c2ccc(S(=O)(=O)NCC3CCC(C(=O)N4CC(C)CC(C)C4)CC3)cc2CC1C (stereo unspecified),-14%,3%,-3%
CCOC(=O)c1cc2c(ccn2C)n1CC(=O)Nc1ccc(F)cc1,-8%,3%,1%
O=C(Cn1cc(C(F)(F)F)ccc1=O)N1CCc2ccccc2C1,-4%,1%,.
Cc1ccc(-c2ccccc2NC(=O)CS(=O)CC(=O)Nc2ccc(C)c(Cl)c2)o1 (stereo unspecified),-20%,.,-8%
Cc1cc(C)cc(SCc2noc(C(=O)NCC3CCCO3)c2C(=O)O)c1 (stereo unspecified),17%,2%,18%
CC(C)CCN(CCC(C)C)C(=O)Cc1c(O)c2ccccc2[nH]c1=O,8%,-1%,-3%
COc1ccc(COC(=O)NNC(=O)c2ccc(OC)cc2)cc1,-1%,-2%,5%
CNC(=O)c1csc(-c2ccncc2)n1,3%,-9%,-8%
CCOc1ccc2[nH]c3c(N4CCC5(CC4)OCCO5)ncnc3c2c1,-1%,1%,7%
O=C(O)c1ccc(-n2nnnc2SCc2ccccc2)cc1,3%,5%,-19%
CCSC1=C(C#N)C(c2ccc(OC)c(OC)c2)CC(=O)N1 (stereo unspecified),14%,5%,-16%
C=CCc1ccccc1OCC(O)CNC(C)C (stereo unspecified),12%,1%,-10%&0%&4%&-1%&21%
COc1ccc(C2NC(=O)C(C#N)=C(S)N2c2ccc(C)cc2)cc1OC (stereo unspecified),-11%,0%,6%
CC(Sc1nnnn1-c1cccc(F)c1)C(=O)NC1CCCC1 (stereo unspecified),-5%,-1%,.
C=CC[C@@H]1C=C[C@H](O/N=C/c2ccc(C(=O)N3[C@H](c4ccc(C)cc4)[C@@H](C)CC[C@H]3C(=O)OC)cc2)[C@@H](CO)O1,.,4%,-20%
O=C1c2ccccc2C(=O)N1c1cccc(N2C(=O)c3ccccc3C2=O)n1,-5%,0%,.
COc1ccccc1N1CCN(C(=O)CCS(=O)(=O)c2cc(Br)cc3c2N(C(=O)C2CC2)CC3)CC1,-4%,5%,.
CSc1c(CC(=O)Nc2ccccc2Cl)n(Cc2ccccc2)c2ccccc12,-6%,4%,-8%
Cc1cc(NC(=O)c2cc(-c3ccccn3)nc3c(Cl)cccc23)no1,3%,0%,0%
COC(=O)CSc1nnnn1-c1ccccc1,-4%,3%,1%[2.35 µM]
CC[N+]1(CC)CC2=Cc3ccccc3CC2C1 (stereo unspecified),-10%,-1%,-1%
OCc1nc2nc(Cl)c(Cl)nc2[nH]1,-3%,1%,1%
COCCn1c(SCC(=O)N2CCc3ccccc32)nc2c(c1=O)SC(C)C2 (stereo unspecified),-11%,.,18%
Cc1cccc(C(=O)N2CCc3cc(CNC(=O)CSc4ccccc4)ccc32)c1,-19%,-3%,.
Brc1ccccc1-n1ncc2c1ncn1nc(Cc3ccccc3)nc21,-9%,1%,.
C1CN(c2nc(N3CCOCC3)nc(N3CCOCC3)n2)CCO1,26%,4%,4%
Cc1cc(C)nc(Nc2n[nH]c(COc3ccc4ccccc4c3)n2)n1,0%,3%,4%
O=c1c(Cc2ccccc2)c(O)c2cccc3c4c(n1c23)CCCC4,9%,3%,18%
Cn1cc(CN2CCC(C(=O)N3CCCC3)CC2)c(-c2ccccc2F)n1,17%,-3%,-7%
CCCCN1C(=O)/C(=C/C=C2\SCCN2C)SC1=S,-26%,14%,16%

Additional structures
Molecule,FEN1 inhibitor,TDP1 inh,N370S GC mod
Cn1cc(S(=O)(=O)N2CCc3ccccc32)cc1C(=O)Nc1ccc(Cl)cc1,-1%,.,-6%
CC(=O)OCCCN1c2ccccc2Nc2nnc(-c3ccccc3)cc21,-3%,6%,5%
CC(=O)NS(=O)(=O)c1ccc(Nc2ccc([N+](=O)[O-])c3nonc23)cc1,-2%,.,-17%
Cc1ccc(-c2ccc(=O)n(CCC(=O)NCCN3CCCCC3C)n2)cc1 (stereo unspecified),7%,0%,16%
CC(=O)N1c2ccc(S(=O)(=O)NCCC(=O)N3CCCC(C)C3)cc2CC1C (stereo unspecified),-4%,2%,7%
C#CCOCCOCCOCCNc1nc(N2CCN(C(=O)C([C@@H](C)CC)n3cc(C(N)Cc4ccc(O)cc4)nn3)CC2)nc(N2CCN(C(=O)[C@H](CCC(=O)O)n3cc(C(N)CO)nn3)CC2)n1 (stereo partly specified),1%,6%,8%
Fc1ccc(Br)cc1SCCc1ccncc1,3%,.,-10%
Cc1ccc(S(=O)(=O)N2CCCC(C(=O)Nc3cccnc3)C2)cc1 (stereo unspecified),-6%,-1%,1%
O=C(NNC(=S)NCc1ccco1)c1ccccc1Br,-2%,2%,-2%
Cc1c(Cl)c(=O)oc2cc(OCC(=O)N3CCCC(C)C3)ccc12 (stereo unspecified),10%,0%,.
Cc1cc(C(=O)COC(=O)c2cnccn2)c(C)n1-c1ccc(Br)cc1,7%,5%,.
CCOC(=O)[C@H]1[C@H]2COc3ccccc3[C@@H]2N2C(=O)c3cc(Br)ccc3NC(=O)[C@@]12C,5%,0%,3%
Cc1cc(C)cc(NS(=O)(=O)c2ccc3[nH]cc(C(=O)N4CCCC4)c(=O)c3c2)c1,0%,7%,.
CCCCN(CCCC)Cc1cc2ccccc2c2c1COC2,-1%,2%,13%
Cc1cccc(OCc2ccc(-c3nc(C#N)c(N4CCN(c5ccccc5)CC4)o3)o2)c1,6%,4%,.
COc1ccc(N2CCN(CCOc3ccc4c(C)cc(=O)oc4c3)CC2)cc1,-3%,3%,20%
COc1ccccc1N1CCN(C(=O)c2ccc3[nH]c4c(c3c2)CCCC4)CC1,-15%,1%,13%
O=C(Nc1ccc(C(F)(F)F)cc1)c1cc(S(=O)(=O)NC2CCCCCC2)ccc1F,-19%,3%,.
Cc1cc2nc(SCC(=O)Nc3ccccc3C(=O)O)[nH]c2cc1C,2%,-2%,-1%
COc1ccc2oc(C(=O)OCC(=O)NCc3ccco3)c(C)c2c1,0%,.,-19%

Record cards, as listed above:
Results for `Cc1ccc(-c2ccc(=O)n(CCC(=O)NCCN3CCCCC3C)n2)cc1` (stereo unspecified) = FEN1 inhibitor = 7%; TDP1 inh = 0%; N370S GC mod = 16%
Results for `COc1ccc(N2CCN(CCOc3ccc4c(C)cc(=O)oc4c3)CC2)cc1` = FEN1 inhibitor = -3%; TDP1 inh = 3%; N370S GC mod = 20%
Results for `COc1ccccc1N1CCN(C(=O)c2ccc3[nH]c4c(c3c2)CCCC4)CC1` = FEN1 inhibitor = -15%; TDP1 inh = 1%; N370S GC mod = 13%

Among those listed so far, these contain a CF3 group.
Molecule,FEN1 inhibitor,TDP1 inh,N370S GC mod
CC(C)c1nnc(NC(=O)CCS(=O)(=O)c2nc(-c3cccs3)cc(C(F)(F)F)n2)s1,1%,0%,27%
CN(CC(=O)Nc1ccc(OC(F)(F)F)cc1)C(=O)Cc1ccc2c(c1)CCC2,-6%,0%[56.1 µM],.
Cc1cc(NS(=O)(=O)c2ccc(NC(=O)NC(C)(C(F)(F)F)C(F)(F)F)cc2)no1,-16%,2%,2%
O=C(Cn1cc(C(F)(F)F)ccc1=O)N1CCc2ccccc2C1,-4%,1%,.
O=C(Nc1ccc(C(F)(F)F)cc1)c1cc(S(=O)(=O)NC2CCCCCC2)ccc1F,-19%,3%,.

(more compounds)
Molecule,FEN1 inhibitor,TDP1 inh,N370S GC mod
COc1ccc(NC(=O)c2ccc([N+](=O)[O-])o2)cc1,10%,3%,0%
O=C(N/N=C/c1ccncc1)NC12CC3CC(CC(C3)C1)C2,-9%,.,-25%
CCN(C(=O)c1cc2c(=O)[nH]c3ccc(C)cc3c2s1)c1ccccc1C,-13%,.,4%
O=C1CSC2(N1)C1CC3CC(C1)CC2C3 (stereo unspecified),2%,.,2%
Cc1ccc(-n2nc(CO)c(C(=O)NCCCc3ccccc3)n2)cc1,0%,7%,.
CC(C)(C)OC(=O)N1CCN(C(=O)c2ncn(Cc3ccccc3)c2C(=O)N2CCN(C(=O)OC(C)(C)C)CC2)CC1,-3%,0%,.
COc1cccc(NC(=O)CSc2nnnn2C2CCCC2)c1,2%,.,1%
COc1ccc(NC(=O)c2c(NCc3ccc(N(C)C)cc3)sc3c2CCC3)cc1,-15%,5%,.
CCOC(=O)c1c(-c2ccc(C)cc2)csc1NC(=O)c1cc(=O)c2cc(Cl)ccc2o1,27%,2%,.
COc1cc(OC)cc(C(=O)Nc2cc(C)nn2-c2ccccc2)c1,0%,1%[0.0935 µM],1%
COc1ccc(NC(=O)CS(=O)c2ccc(F)cc2)cc1 (stereo unspecified),7%,1%,-4%

Bioassay records from PubChem.
